SW480 rerep = A quantitative high throughput screen for small molecules that induce DNA re-replication in SW480 colon adenocarcinoma cells; 1.8% of 340,000 active; AID 624297, 2012; Potency, µM (titrated, usually from 46.1 µM), inactives show at the top dose re-replication activation, actives largely listed as activators; SW480 DNA re-replication, Hoechst DNA content imaging, 48 h; further: potency means the concentration at half of the fitted maximal effect; % of control where 0% means no effect; nearly all actives have a fitted effect of over 55% in size
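Image-based DNA-content assay: after two days of treatment, nuclei were labelled with the DNA dye Hoechst and imaged, and hits were compounds raising the count of nuclei showing high fluorescence intensity.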
HT1080NT lethal = qHTS for induction of synthetic lethality in tumor cells producing 2HG: qHTS for the HT-1080-NT fibrosarcoma cell line; 1.6% of 360,000 active; AID 686970, 2013; Potency, µM (titrated, usually from 46.1 µM), for inactives: at the top dose activity, negative = less viability, most hits filed as cytotoxic; HT-1080-NT fibrosarcoma viability, CellTiter-Glo ATP luminescence, 48 h;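 further: NT is the 2HG producing partner of a matched IDH1 knockdown line; potency means the concentration at half of the fitted maximal effect; 0% = DMSO-treated cells and -100% = media-only wells without cells; nearly all actives have a fitted effect of over 55% in size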
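Viability of the 2HG-overproducing fibrosarcoma line after 48 hours of compound exposure at 37 degrees C was determined by luminescence with CellTiter-Glo, and concentration-effect curves were then fitted and categorized.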
KB-V1 cytotox = qHTS assay for MDR1-selective chemotherapeutics: Primary screen using the drug-selected MDR subline cells KB-V1; Potency, µM (highest dose often 46.1 µM), inactives show at the top dose activity change, negative = cytotoxicity, actives largely listed as cytotoxic; AID 1347076, 2019; 3.4% of 400,000 active; KB-V1 MDR cells viability, CellTiter-Glo, 72 h; further: potency means the concentration at half of the fitted maximal effect; on the % scale 0 is the no-effect control and ±100 the full control effect; nearly all actives have a fitted effect of over 60% in size
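KB-V1 MDR subline cells in DMEM (phenol-red free, 10% FBS) exposed to compounds in qHTS concentration series for 72 h at 37 degrees C. Viability read by CellTiter-Glo luminescence; concentration-effect curves fitted after normalization and correction.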
HT1080 IDH1KD tx = qHTS for induction of synthetic lethality in tumor cells producing 2HG: qHTS for the HT-1080-IDH1KD cell line; HT-1080 IDH1 knockdown viability, ATP luminescence, 48 h; 2% of 360,000 active; Potency, µM (doses to about 46.1 µM), without a hit: at the highest dose activity, negative = toxicity, hits mostly cytotoxic;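 further: potency means the concentration at half of the fitted maximal effect; 0% = DMSO wells and -100% = cell-free medium wells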
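Cytotoxicity counter-line: IDH1KD HT-1080, 48 h, CellTiter-Glo. Curves classed by r2, magnitude and activity.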
KB-3-1 cytotox = qHTS assay for MDR1-selective chemotherapeutics: Primary screen using the parental adenocarcinoma cell KB-3-1; 1.4% of 400,000 active; KB-3-1 viability, CellTiter-Glo ATP luminescence, 72 h; Potency, µM (top dose mostly 46.1 µM), for the others: at the highest dose activity change, negative = cytotoxic, most hits filed as cytotoxic; further: potency means the concentration at half of the fitted maximal effect; on the % scale 0 is the no-effect control and ±100 the full control effect; nearly all actives have a fitted effect of over 60% in size
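KB-3-1 parental drug-naive adenocarcinoma cells in DMEM/10% FBS, incubated 72 h at 37 C with pin-transferred compounds across a concentration series. Viability by CellTiter-Glo luminescence; concentration-response curves fitted after normalization.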
DRD3 antagonist = qHTS of D3 Dopamine Receptor Antagonist: qHTS | D3R cells, DiscoveRx beta-arrestin luminescence, antagonist mode; hits give low values | max response, negative = inhibition, % | AID 652054, 2013 | D(3) dopamine receptor (Homo sapiens), P35462 | 2.5% of 360,000 active; in the data active means max response below about -50%; inconclusive means no clear call, values can overlap the other calls; further: on the % scale 0 is the no-effect control and ±100 the full control effect; mostly tested at two doses, the higher about 12 µM
Target sequence (P35462 whole entry, looked up): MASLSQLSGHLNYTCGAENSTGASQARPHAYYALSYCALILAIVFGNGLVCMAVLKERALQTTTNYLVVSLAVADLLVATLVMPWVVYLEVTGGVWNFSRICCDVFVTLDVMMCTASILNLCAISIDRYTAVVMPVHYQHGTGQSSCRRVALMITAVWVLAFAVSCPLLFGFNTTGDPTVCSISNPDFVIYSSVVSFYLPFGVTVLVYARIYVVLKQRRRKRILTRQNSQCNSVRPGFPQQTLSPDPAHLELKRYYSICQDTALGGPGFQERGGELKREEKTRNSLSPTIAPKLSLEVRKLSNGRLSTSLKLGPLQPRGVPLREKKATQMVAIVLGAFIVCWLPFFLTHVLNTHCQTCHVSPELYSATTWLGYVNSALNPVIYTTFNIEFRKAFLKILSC
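Cells expressing the human receptor were seeded at 1500 cells/well, incubated overnight at 37 degrees C in 5% CO2, then exposed to library compounds with dopamine controls for 90 minutes at 37 degrees C before luminescent detection.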
GLP1R ag = qHTS of GLP-1 Receptor Agonists. HEK293 GLP-1R CRE-luciferase, luminescence, 4-6 h; cells express a hypersensitive GLP-1R form. Glucagon-like peptide 1 receptor (Homo sapiens), P43220. Potency, µM (series often up to 45.6 µM), for inactives: at the top dose activation, actives largely listed as activators. AID 624172, 2012. 0.007% of 380,000 active; further: potency means the concentration at half of the fitted maximal effect; % of control where 0% means no effect
Target sequence (P43220 whole entry, looked up): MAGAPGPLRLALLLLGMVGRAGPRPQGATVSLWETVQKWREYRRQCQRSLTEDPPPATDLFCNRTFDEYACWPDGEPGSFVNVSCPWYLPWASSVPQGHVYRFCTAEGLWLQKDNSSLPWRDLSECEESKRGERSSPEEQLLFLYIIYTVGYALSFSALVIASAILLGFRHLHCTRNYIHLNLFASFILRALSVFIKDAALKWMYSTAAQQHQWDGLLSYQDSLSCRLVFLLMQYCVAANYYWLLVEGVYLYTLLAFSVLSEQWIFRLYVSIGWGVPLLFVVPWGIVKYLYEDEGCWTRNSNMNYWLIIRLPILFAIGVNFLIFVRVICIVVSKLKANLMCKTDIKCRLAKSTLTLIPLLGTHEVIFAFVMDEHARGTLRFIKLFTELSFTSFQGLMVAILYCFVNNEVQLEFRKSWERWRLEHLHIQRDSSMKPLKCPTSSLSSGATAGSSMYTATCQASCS
IL1B secr inh = qHTS for Inhibitors of Inflammasome Signaling: IL-1-beta AlphaLISA Primary Screen. THP-1 LPS/ATP IL-1B secretion, AlphaLISA, 16 h; hits give low values. activity change, % at 57.5 µM. AID 743279, 2014. 4.7% of 360,000 active; in the data active means activity change below about -50%; inconclusive means mostly about -30% to -49%; further: on the % scale 0 is the no-effect control and ±100 the full control effect
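Secreted IL-1B measured by AlphaLISA bead assay after 16 h compound exposure of THP-1 cells; compounds (final up to 57.5 uM) added 1 h before LPS (250 ng/mL) and ATP (1.25 mM) stimulation; lower signal means less secretion.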
DRD3 agonist = qHTS of D3 Dopamine Receptor Agonist: qHTS. D(3) dopamine receptor (Homo sapiens), P35462. D3R DiscoveRx beta-arrestin cells, luminescence, 90 min. AID 652048, 2013. 0.58% of 410,000 active. max activation, %; in the data active means max activation above about 30%; further: 0% is about no effect; mostly tested at two doses, the higher about 12 µM
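Cells at 1500/well, incubated overnight, then treated with pinned compounds (dopamine as control) for 90 min at 37 degrees C. DiscoveRx reagent added for 30 - 60 minutes at room temperature; luminescence read.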
Numbers without * were called inactive; i = inactive; ? = inconclusive; . = no result given; [ ] = another dose, or the depositor's remark. Unless noted, the call rests on the fitted dose curve; in most records, active means well fitted curve in the direction sought with a large enough effect; inconclusive means small, poorly fitted or top-dose-only effect, or another doubt; inactive means no such curve, though single readings can be large; an effect the other way counts as inactive or inconclusive.

SMILES	SW480 rerep	HT1080NT lethal	KB-V1 cytotox	HT1080 IDH1KD tx	KB-3-1 cytotox	DRD3 antagonist	GLP1R ag	IL1B secr inh	DRD3 agonist
CC1CCC(NC(=O)CN(C)S(=O)(=O)c2cnc[nH]2)CC1 (stereo not drawn)	-2%	27%	?	3%	14%	1	1%	-2	1
CCOc1ccc(-n2c(N)c(C(=O)NCc3ccco3)sc2=S)cc1	-2%	3%	-4%	2%	0%	?	0%	-22	-2
CC(=O)N1CCN(C(=O)CSc2ncnc3sc(C)c(C)c23)CC1	-1%	8%	15µM*	8%	?	8	12%	11	1
CCc1ccc(CN(C)C(=O)CCc2nnc(-c3ccc(-c4ccccc4)cc3)o2)nc1	-15%	?	?	-12%	0%	-30	16%	-19	4
CCOC(=O)C1(CCOc2ccccc2)CCN(Cc2ccc(C)o2)CC1	-2%	-7%	?	-3%	13%	?	7%	5	-13
COc1ccc2ccc(Oc3ncccn3)cc2c1	0%[9.22 µM]	3%	3%	4%	5%	11	-2%	-9	1
CC1(C)C2C(Cl)(Cl)C2(C)c2ccccc2N1C=O (stereo not drawn)	3%	14%	6%	0%	0%	4	7%	7	7
O=C(Cn1c(NCCCO)nc2ccccc21)c1ccc(Cl)cc1	12%	-5%	-10%	-6%	-3%	-15	-2%	-11	-6
O=[N+]([O-])c1ccc(Cl)c(S(=O)(=O)NCCc2ccccn2)c1	?	4%	?	12%	?	-1	2%	-7	7
O=C(O)c1ccc(NC(=O)c2cccs2)cc1	-7%	3%	19%	-7%	0%	6	3%	8	0
O=C(CSc1nc(-c2cccs2)cc(C(F)(F)F)n1)NCc1ccco1	0%	3%	-27%	-4%	5%	7	0%	17	0
CN(C)NC(=O)c1ccsc1NC(=O)c1ccc(S(=O)(=O)N2CCCC2)cc1	-3%	-16%	-10%	-2%	-1%	12	12%	-16	-7
OCC[C@@H]1C[C@H](O)[C@@H](O)[C@]2(CCc3ccccc3CO2)O1	-22%	15%	21%	11%	0%	-20	-3%	-1	13
COc1ccc2c(c1)c1c(c(=O)n(CCc3ccccc3)c(=O)n1Cc1ccc(F)cc1)n2C	.	.	-9%	.	5%	.	1%	.	-2
Cc1ccc(-c2nnn(CCC(=O)NC3CCCC3)n2)cc1	-6%	2%	-15%	9%	5%	48	-2%	8	2
CC(=O)CC(C)(C)n1nnc(-c2ccccc2)n1	-2%	8%	2%	4%	13%	44	-3%	-3	1
COc1ccc(CCNC(=O)Cn2c(=O)n(-c3ccc(F)cc3F)c(=O)c3sccc32)cc1OC	-20%	19%	6%	6%	14%	95	14%	8	19
O=c1ccc2cc(S(=O)(=O)Nc3ccc(F)cc3)ccc2o1	1%	-3%	0%	-11%	-14%	-4	12%	19	-3
NC(=O)c1ccsc1NC(=O)COC(=O)Cc1c[nH]c2ccccc12	2%	-3%	1%	-5%	-4%	10	-3%	6	22
N/C(CSc1ccc(Cl)cc1)=N\S(=O)(=O)c1ccc(Cl)cc1	-11%	-18%	2%	-17%	9%	9	12%	-14	5
Cc1ccc(N(CC(=O)NCc2ccccc2)C(=O)CCC(=O)Nc2ccccn2)c(C)c1	-10%	-8%	-13%	4%	13%	4	9%	-3	21
Cc1ccc2cn[nH]c2c1N	12%	-19%	9%	2%	-2%	6	2%	-1	-3
CCOC(=O)CSc1nnc(NC(=O)CN2CCCCC2)s1	17%	26%	29%	11%	14%	4	5%	3	10
COc1ccc(N(CC(=O)N2CCC(C)CC2)S(=O)(=O)c2c(C)nn(C)c2C)cc1	-1%	0%	?	-3%	12%	7	8%	-4	0
Cc1c(NC(=O)c2cccs2)cccc1-c1nc2ccccc2s1	1%	4%	-16%	2%	-1%	1	-2%	17	-2

Continued; it opens with the 6 that closed the last part.
SMILES	SW480 rerep	HT1080NT lethal	KB-V1 cytotox	HT1080 IDH1KD tx	KB-3-1 cytotox	DRD3 antagonist	GLP1R ag	IL1B secr inh	DRD3 agonist
N/C(CSc1ccc(Cl)cc1)=N\S(=O)(=O)c1ccc(Cl)cc1	-11%	-18%	2%	-17%	9%	9	12%	-14	5
Cc1ccc(N(CC(=O)NCc2ccccc2)C(=O)CCC(=O)Nc2ccccn2)c(C)c1	-10%	-8%	-13%	4%	13%	4	9%	-3	21
Cc1ccc2cn[nH]c2c1N	12%	-19%	9%	2%	-2%	6	2%	-1	-3
CCOC(=O)CSc1nnc(NC(=O)CN2CCCCC2)s1	17%	26%	29%	11%	14%	4	5%	3	10
COc1ccc(N(CC(=O)N2CCC(C)CC2)S(=O)(=O)c2c(C)nn(C)c2C)cc1	-1%	0%	?	-3%	12%	7	8%	-4	0
Cc1c(NC(=O)c2cccs2)cccc1-c1nc2ccccc2s1	1%	4%	-16%	2%	-1%	1	-2%	17	-2
Cc1ccc(C(=O)C2=C(O)C(=O)N(Cc3cccnc3)C2c2cccc([N+](=O)[O-])c2)o1 (stereo not drawn)	-2%	7%	-1%	6%	-4%	0	-5%	8	-4
Cc1ccc(S(=O)(=O)Oc2ccc(/C=C(/NC(=O)c3ccccc3)C(=O)NCCCC(=O)O)cc2)cc1	-6%	8%	0%	8%	3%	3	2%	0	6
CCOc1ccc(N2C(=O)Nc3ccccc3C2(O)C(=O)N2CCN(c3ccccn3)CC2)cc1 (stereo not drawn)	1%	0%	-7%	-5%	20%	9	5%	-9	1
Cc1ccc(Cn2ccc(NC(=O)c3cc(-c4cccc(Cl)c4)on3)n2)cc1	0%	-22%	15µM*	6%	-18%	2	0%	-3	2
CNc1nc(N)c([N+](=O)[O-])c(NCc2ccccc2)n1	2%	-2%	-6%	-19%	-4%	11	31%	19	-13
Cc1cc(C)nc(Nc2nc(C(N)Cc3ccc(Cl)cc3)cs2)n1 (stereo not drawn)	.	21µM*	?	15µM*	-1%	11	-1%	?	-2
CC[C@]12c3[nH]c4ccc(Cl)cc4c3CCN1C(=O)[C@@H](CC(=O)NC/C=C(\C)CCC=C(C)C)C[C@@H]2C(=O)N1CCN(C(=O)C2CC2)CC1	?	?	?	21µM*	?	?	-1%	?	-12
COc1cccc(CNc2ccc3[nH]c(=O)[nH]c3c2)c1OCc1ccccc1F	-11%	-5%	18%	-3%	-25%	-23	-5%	-23	-4
CC(=O)O[C@H]1CC[C@@]2(C)[C@@H](CC[C@H]3[C@@H]4CC[C@H](C(C)O)[C@@]4(C)CC(=O)[C@@H]32)C1 (stereo partly drawn)	0%	13%	-22%	18%	-4%	-7	2%	-12	18
C[C@H](N)c1nnc(SCc2c(Cl)cccc2Cl)o1	-15%	1%	2%	9%	3%	?	9%	?	-6
COc1ccccc1CCC(=O)NCCCn1ccc2ccccc21	-2%	-17%	?	-16%	-5%	6	17%	7	-5
Cc1ccc(NC(=O)NC(=O)CN2CCC(C(N)=O)CC2)c(C)c1	-19%	-7%[9.24 µM]	-5%	-1%	-1%	-18	-4%	0	-3
COc1ccc(OC)c2sc(N(CCN(C)C)C(=O)c3ccc4ccccc4c3)nc12	-5%	11%	22%	-4%	3%	-13	-1%	-27	-24
COc1ccc(NC(=O)C(C)N2C(=O)c3ccccc3S2(=O)=O)c(OC)c1 (stereo not drawn)	-6%	-3%	-3%	-9%	8%	8	2%	1	-21
CC(C)=C[C@@H]1C[C@H](C)[C@H]2CC[C@H](C)c3c(O[C@@H]4O[C@@H](C)[C@@H](O)[C@@H](O)[C@@H]4O)c(O)c(C)c1c32	-6%	?	-5%	-24%	0%	12	-4%	5	-5
COc1ccc(OCC(=O)O/N=C(\N)c2ccc(OC)c(OC)c2)cc1	0%	3%	-8%	2%	12%	12	20%	3	0
O=C(Nc1nnc(-c2ccc3c(c2)CCCC3)o1)c1ccc(Cl)cc1Cl	-9%	?	-22%	-29%	?	7	-4%	0	-10
O=C(O)C1CCN(S(=O)(=O)N2CCOCC2)CC1	2%	17%	19%	1%	-2%	11	-2%	2	-25
Cc1ccc(C(C)NC(=O)c2cc3cc(Br)ccc3oc2=N)cc1 (stereo not drawn)	-3%	9%	?	-1%	-6%	16	1%	i	3
Cc1ccc(Nc2nc(C)cc(C)n2)c(Br)c1	-8%	5%	-29%	-11%	2%	21	7%	6	-4

Whole records, looked up by structure. Order of values: SW480 rerep, HT1080NT lethal, KB-V1 cytotox, HT1080 IDH1KD tx, KB-3-1 cytotox, DRD3 antagonist, GLP1R ag, IL1B secr inh, DRD3 agonist
`O=C(Nc1nnc(-c2ccc3c(c2)CCCC3)o1)c1ccc(Cl)cc1Cl` in the list: -9%, ?, -22%, -29%, ?, 7, -4%, 0, -10
`CC(C)=C[C@@H]1C[C@H](C)[C@H]2CC[C@H](C)c3c(O[C@@H]4O[C@@H](C)[C@@H](O)[C@@H](O)[C@@H]4O)c(O)c(C)c1c32` in the list: -6%, ?, -5%, -24%, 0%, 12, -4%, 5, -5
`O=C(O)C1CCN(S(=O)(=O)N2CCOCC2)CC1` in the list: 2%, 17%, 19%, 1%, -2%, 11, -2%, 2, -25

Assay outcomes deposited in PubChem BioAssay by National Center for Advancing Translational Sciences (NCATS).
